# SRC3 TRFRET art: TR-FRET detection interference compounds, artefact control for PPARgamma SRC-3 recruitment agonists, biochemical, TR-FRET ratio; TR-FRET ratio at 8 µM; actives 0.39% (n = 99,000); TR-FRET artefact counter-screen, PPARgamma/SRC-3 format; stronger effect = higher value; AID 1048, 2008; in the data active = TR-FRET ratio above about 2000; also: inactives centre near 1600
# SRC1 TRFRET art: TR-FRET detection interference compounds, primary screen, artefact control for PPARgamma SRC-1 recruitment agonists, biochemical, TR-FRET emission ratio | TR-FRET detection artefact counter-screen; stronger effect = higher value | TR-FRET ratio at 8 µM | actives 0.34% (n = 99,000) | AID 1051, 2008; in the data active = TR-FRET ratio above about 2300; also: inactives centre near 1800
# * hit, by the source's call. An excerpt; rates above refer to the full screens.
SMILES,SRC3 TRFRET art,SRC1 TRFRET art
Cc1ccc(N2C(=O)C3CCC(C)(C2=O)C3(C)C)cc1C (centres undefined),1737,1955
COc1ccccc1NC(=O)CSc1nnc(COc2ccccc2OC)n1C,1628,1459
O=C1N(Cc2cccc(Cl)c2)C[C@@H]2C[C@@H](c3cccc4cccnc34)N3CCC[C@@]123,1515,1427
O=C1CC(N(CCc2ccccc2)C(=S)Nc2ccccc2)C(=O)N1c1ccc(Br)cc1 (centres undefined),1659,1876
O=C(Nc1ccccc1F)Nc1ccccc1Br,1519,1849
Cc1ccc(OCC(=O)Nc2ccc(CN3CCCCC3)cc2)c(C)c1,1653,1766
CCOC(=O)Cc1cnc(N)s1,1431,1915
COC(=O)COc1cccc2c(=O)n(CC(=O)NCCc3ccc(OC)c(OC)c3)ccc12,1527,1600
CCc1cc(C(=O)Cc2ccc(F)cc2)c(O)cc1O,1468,1640
COc1ccc(NC2=CC(c3ccc(OC)cc3)N(c3ccc(OC)cc3)C2=O)cc1 (centres undefined),1538,1760

# In another format: entries from further up
SMILES	SRC3 TRFRET art	SRC1 TRFRET art
Cc1ccc(N2C(=O)C3CCC(C)(C2=O)C3(C)C)cc1C (centres undefined)	1737	1955
COC(=O)COc1cccc2c(=O)n(CC(=O)NCCc3ccc(OC)c(OC)c3)ccc12	1527	1600
CCOC(=O)Cc1cnc(N)s1	1431	1915

# (next part)
SMILES,SRC3 TRFRET art,SRC1 TRFRET art
CCC(=O)NC1=C(C#N)C2(CCCC2)Cc2ccccc21,1719,1830
O=C1/C(=C/N(C(=O)c2ccco2)c2ccc(Cl)cc2)Sc2ccccc21,1608,1895
CCOc1ccc2nc(NC(=O)NC3CCCCC3)sc2c1,1724,1864
CCOC(=O)c1ccc(NC(=O)C(C)Sc2nc(O)c(-c3ccccc3)c(=O)[nH]2)cc1 (centres undefined),1666,1839
O=C(Cc1ccccc1[N+](=O)[O-])NCc1ccco1,1518,2091
CSCc1nnc(NC(=O)c2ccc(S(=O)(=O)N(C)C)cc2)o1,1437,1652
O=[N+]([O-])c1ccc(OCC(O)CN(CCO)CCO)cc1 (centres undefined),1563,1758
COc1cc(C(=O)Nc2ccc(S(=O)(=O)N(C)c3ccccc3)cc2)cc(OC)c1OC,1650,1758
O=c1sc(/C=N/Nc2ccccc2)c(Cl)n1Cc1ccccc1,1754,1994
C/C(=N/OC(=O)c1cccc(C(F)(F)F)c1)c1cnccn1,1429,1576

# Individual results from the list.
# Result for O=[N+]([O-])c1ccc(OCC(O)CN(CCO)CCO)cc1 (centres undefined) under SRC3 TRFRET art: 1563
# Result for C/C(=N/OC(=O)c1cccc(C(F)(F)F)c1)c1cnccn1 under SRC1 TRFRET art: 1576

# Remaining list, next part:
SMILES,SRC3 TRFRET art,SRC1 TRFRET art
COc1nccnc1NS(=O)(=O)c1ccc(NC(=S)NC(=O)/C=C/c2ccccc2)cc1,1650,1819
CC(Sc1nnc(Cc2ccc3c(c2)OCO3)o1)C(N)=O (centres undefined),1762,1865
Cc1nonc1C(=O)N/N=C/c1ccncc1,1638,1808
CCN(C(=O)Cn1nc(C(=O)O)c2ccccc2c1=O)C1CCCCC1,1630,2046
CCOC(=O)c1cnc(-c2ccccc2)nc1C(F)(F)F,1468,1997
Cc1cc(C)n(C(=O)/C(C#N)=C/N(C)C)n1,1706,1923
O=C(CN1CCN(c2ccccc2)CC1)N/N=C/c1cccc(F)c1,1543,1656
O=C(NCc1ccc(F)cc1)Nc1cccc(Cl)c1,1668,1731
COC(=O)c1cc(=O)n(Cc2ccc3c(c2)OCO3)c(=Nc2ccccc2)s1,1537,1858
O=C(NCC1CCCO1)C(c1ccncc1)N(Cc1ccc(F)cc1)C(=O)CN1C(=O)c2ccccc2S1(=O)=O (centres undefined),1592,1698
NC(=O)c1ccc(NS(=O)(=O)c2ccccc2F)cc1,1558,1772
COc1cc(/C=C/c2nc(N)nc(-c3ccccc3O)n2)cc(OC)c1OC,1467,1852
COC(=O)c1ccc(NC(=O)c2snnc2-c2ccccc2)cc1,1514,1959
CS(=O)(=O)N1CCN(C(=O)c2cc(-c3cccnc3)nc3ccc(Br)cc23)CC1,1760,1951
Cn1nccc1C(=O)N1CCc2c([nH]c3ccccc23)C1c1ccc(F)cc1 (centres undefined),1396,1584
CC1Cc2ccccc2N1CC(=O)Nc1cccc(S(N)(=O)=O)c1 (centres undefined),1446,1733
O=[N+]([O-])c1cccc(-c2ccc3nnc(SCc4ccccn4)n3n2)c1,1548,1722
O=C(NN1CCOCC1)C12CC3CC(CC(C3)C1)C2,1699,2015
O=C(Nc1nnc(Cc2ccc(Cl)cc2)s1)c1cccnc1,1478,1568
COc1ccc(OC)c(Nc2nc3nonc3nc2N2CCCC(C)C2)c1 (centres undefined),1691,1815

# 5 records picked at random from the list so far, as already listed:
SMILES,SRC3 TRFRET art,SRC1 TRFRET art
COc1ccc(OC)c(Nc2nc3nonc3nc2N2CCCC(C)C2)c1 (centres undefined),1691,1815
Cn1nccc1C(=O)N1CCc2c([nH]c3ccccc23)C1c1ccc(F)cc1 (centres undefined),1396,1584
CC1Cc2ccccc2N1CC(=O)Nc1cccc(S(N)(=O)=O)c1 (centres undefined),1446,1733
NC(=O)c1ccc(NS(=O)(=O)c2ccccc2F)cc1,1558,1772
COc1cc(/C=C/c2nc(N)nc(-c3ccccc3O)n2)cc(OC)c1OC,1467,1852

# The results go on.
SMILES,SRC3 TRFRET art,SRC1 TRFRET art
CCCCOc1ccc(CSc2nnc(C)n2N)cc1[N+](=O)[O-],1635,1813
CCOC(=O)c1[nH]c2ccc(OC)cc2c1NS(=O)(=O)c1ccc(Cl)s1,1516,2043
COc1ccc(CCNC(=O)c2nnn(CC(=O)Nc3cccc(F)c3)c2N)cc1OC,1634,1767
CC(=O)Nc1ccc(S(=O)(=O)Oc2cccc(/C=N/N=C3/NC(=O)C(CC(=O)O)S3)c2)cc1 (centres undefined),1658,1977
CC(C)N(C(=O)Cn1cc(SCC(=O)N2CCCC2)c2ccccc21)C(C)C,1444,1653
c1cn(CCCNc2ncnc3sc4c(c23)CCC4)cn1,1623,1829
CCN(c1ccccc1)c1cc(C)nc2ncnn12,1782,1959
O=S(=O)(c1ccccc1)N1CCN=C1SCc1ccc(Cl)cc1,1441,1751
Cc1ccc(S(=O)(=O)N2CCC(=O)N(C(COCc3cccc(Cl)c3)C(C)C)CC2)cc1 (centres undefined),1336,1859
S=c1nccc(-c2cccs2)[nH]1,1656,2036
c1ccc(-c2ccccn2)nc1,1646,1694
O=C(CCl)Nc1cccc2ncccc12,1505,1516
COc1ccccc1NS(=O)(=O)c1cc(NC(=O)C(C)C)ccc1N1CCCCC1,1502,1837
CCOc1cc(/C=N/O)ccc1OCc1ccccc1F,1607,1905
Cn1c(O)c(N=Nc2ccc(F)cc2)c2ccccc21,1594,1850
O=C(O)CCN(Cc1ccccc1)S(=O)(=O)c1c(Cl)cccc1Cl,1572,1726
Cc1ccc(S(=O)(=O)NCCc2nnc3ccc(SCC(=O)Nc4nc(C)cs4)nn23)cc1,1599,1729
S=c1[nH]nc(COc2ccc(Cl)cc2)n1Cc1ccccc1,1559,1638
CCn1nnnc1SCC(=O)c1cc(OC)ccc1OC,1460,1661
O=C(NCC(=O)N1CC(O)CC1C(=O)N1CCCC1C(=O)OCc1ccccc1)OCc1ccccc1 (centres undefined),1456,1391
O=C(CCNC(=O)c1ccccc1Cl)Nc1nnc(C2CC2)s1,1732,1698
O=C(c1cccnc1)N1N=C(C2CCCCC2)CC1(O)C(F)(F)F (centres undefined),1844,1744
Cc1ccc(S(=O)(=O)Nc2ccc3c(c2)ncn3C(C)(C)C)cc1,1694,1757
O=C1NCC(COCc2ccccc2)O1 (centres undefined),1569,1835
Cc1ccc(S(=O)(=O)CC(O)COc2ccc(F)cc2Cl)c(C)c1 (centres undefined),1409,1882
COc1ccc(C(C)=O)cc1COC(=O)c1ccc(S(=O)(=O)N(C)C)cc1,1478,2017
CCc1ccccc1NC(=S)NCc1cccn1C,1474,1870
CCOC(=O)c1[nH]c2ccccc2c1NC(=O)c1ccc(S(=O)(=O)N2CCCC2)cc1,1627,1665
CCOc1ccc2nc(SCc3ccc(F)cc3)sc2c1,1611,1708
CC(C)CN1CCC(CN(C)Cc2nc(-c3cnccn3)no2)CC1,1558,1742
O=C(CSc1nc2ccccc2c(=O)n1-c1ccc(F)cc1)Nc1ccc(N2CCOCC2)cc1,1695,1946
O=[N+]([O-])c1ccccc1OCCCn1cnc2ccccc21,1589,1715
Clc1ncc2[nH]cnc2n1,1638,1866
CCOC(=O)c1c(N2C(=O)Nc3ccccc3N2O)sc2c1CCCCC2,1759,1888
Cc1ccc(C(=O)COc2ccccc2N2C(=O)c3ccccc3C2=O)cc1,1518,1771
O=C(CCc1ccccc1)NNC(=O)Cc1ccc(Cl)cc1,1348,1715
CSc1ccc(/C=N\NC(=O)CC(=O)NC(C)C)cc1,1626,1859
COc1cc(C2/C(=C(\O)c3ccc4c(c3)CC(C)O4)C(=O)C(=O)N2Cc2ccco2)ccc1O (centres undefined),1537,1679
CCC1C(=O)N=C(SCC(=O)Nc2ccc(Br)cn2)NC1=O (centres undefined),1499,1880
Cc1ccc(NC(=O)Cc2c(C(=O)O)n(C)c3ccccc23)cc1F,1746,2079
COc1ccc(C(=O)Nc2cnc3ccccn3c2=O)cc1,1457,1831
Cc1ccc(S(=O)(=O)N/N=c2\sc3ccccc3n2C)cc1,1395,1655
O=C(NCc1ccccn1)c1cc2c(ccc3ccccc32)oc1=O,1649,1863
CCOC(=O)c1c(O)c2ccccc2n(C)c1=O,1761,1914
COc1cc(C(=O)NCC(=O)OCC(=O)N2CCc3ccccc32)cc(OC)c1OC,1498,1806
CC12CN3CC(C)(CN(C1)C3c1c[nH]c3ccccc13)C2=O (centres undefined),1494,1603
Clc1ccc(-c2ccc(C=Nc3ccc(N4CCOCC4)cc3)o2)cc1,1639,1899
Cc1occc1C(=O)NN1C(=O)C2C3CCC(O3)C2C1=O (centres undefined),1616,1785
COc1cc(C(=O)NCc2cc(C)nc3ccccc23)cc(OC)c1OC,1469,1683
O=C(Nc1ccc(O)c(-c2nc3ccccc3s2)c1)c1cccs1,1542,1535
# The list goes on.
SMILES,SRC3 TRFRET art,SRC1 TRFRET art
CC(=O)c1sc2nc(-c3ccc(C)cc3)c3c(c2c1N)CCCC3,1854,2156
COc1ccc(NC(=O)C(C)N2C(=O)c3ccccc3C2=O)cc1S(=O)(=O)N1CCOCC1 (centres undefined),1466,1562
Cc1nnc(NC(=O)CSc2ccc([N+](=O)[O-])cn2)s1,1617,1770
COc1ccc(S(=O)(=O)N2CCOCC2)cc1N=Nc1sc(N)nc1-c1ccccc1,1885,2173
O=C(O)C1CCCCC1C(=O)Nc1cc(C(F)(F)F)ccc1Cl (centres undefined),1527,1690
CC(C)CCOc1cccc(OCC(=O)N(C)C2CCS(=O)(=O)C2)c1 (centres undefined),1750,1709
COc1ccc(C(=O)N2CCNC(=O)C2CC(=O)Nc2ccc(C)cc2)cc1 (centres undefined),1721,1966
COc1ccc(/C(O)=C2\C(=O)C(=O)N(CCN(C)C)C2c2cccc(OC)c2OC)cc1 (centres undefined),1659,1787
O=C(O)COc1ccc(/C=C/c2ccc3cccc([N+](=O)[O-])c3n2)cc1,1651,1777
Cc1ccc(SCC(=O)Nc2ccc(N3CCOCC3)cc2)c(C)c1,1675,1779
Cn1cc([N+](=O)[O-])c(C(=O)N(Cc2ccccc2)Cc2ccccc2)n1,1434,1930
CN(C(=S)NC(=O)/C=C/c1ccc(F)cc1)C1CCCCC1,1515,1626
Nc1ncc(Br)cc1S(=O)(=O)NCCC(=O)N1CCN(c2ccccn2)CC1,1530,1985
Oc1ccc(NCc2cccc(OCc3ccc(F)cc3)c2)cc1,1598,1688
CC(=O)N1CCN(Cc2nc3cc(Cl)ccc3c(=O)[nH]2)CC1,1458,1776
COc1cc(Cl)c(C)cc1NC(=O)CSc1ccccc1,1745,2011
CCOC(=O)CSc1nc(N)nc(C)c1Cl,1630,1886
CC(C)C[C@H](NC(=O)[C@@H]1O[C@H]1C(=O)O)C(=O)NCCCCN=C(N)N,1686,1791
CN(CC(=O)N1CCCCCC1)S(=O)(=O)c1ccc(F)cc1,1505,1678
CCCCCc1ccc(-c2ccc(OCC)cc2)nc1,1688,1768
O=C(Nc1cccc([N+](=O)[O-])c1)C1CC(=O)N(Cc2ccccc2)C1 (centres undefined),1563,1387
O=C(NC(=S)N(CCO)Cc1ccccc1)c1cc(Br)ccc1Cl,1605,1802
Cc1cc(C(C#N)c2ccccc2F)n2ncnc2n1 (centres undefined),1623,1788
Cc1cccc(N=C2NC(=O)c3cc([N+](=O)[O-])ccc32)c1,1474,1643
CCOC(=O)N1CCC(N2CCCC(CO)(Cc3cccc(OC)c3)C2)CC1 (centres undefined),1587,1663
COc1cc(-c2cc(-c3ccc(F)cc3)nc(N)c2C#N)ccc1O,1561,1776
COc1cc(/C=C/C(=O)OCC(=O)Nc2ccc3c(c2)OCCO3)ccc1OCC#N,1533,1861
COc1ccc(CCNC(=O)c2cc(-c3ccco3)on2)cc1OC,1587,1803
COc1ccc(CN(C2CCCCC2C)S(=O)(=O)c2ccc(S(=O)(=O)N(C)C)cc2)cc1OC (centres undefined),1682,2023
Nc1cc2c(cc1C(=O)c1cccc(Br)c1)OCCO2,1588,1804
CC(C)OC(=O)CCCNc1ccc([N+](=O)[O-])cc1[N+](=O)[O-],1552,1711
O=C(COC(=O)C1CCN(S(=O)(=O)c2cccc3cccnc23)CC1)c1ccccc1,1798,1659

# Ordered by length of the SMILES (lowest first): 3 of the compounds above.
SMILES,SRC3 TRFRET art,SRC1 TRFRET art
Cc1cc(C(C#N)c2ccccc2F)n2ncnc2n1 (centres undefined),1623,1788
O=C(NC(=S)N(CCO)Cc1ccccc1)c1cc(Br)ccc1Cl,1605,1802
COc1ccc(CN(C2CCCCC2C)S(=O)(=O)c2ccc(S(=O)(=O)N(C)C)cc2)cc1OC (centres undefined),1682,2023
